XBP1 UPR activ: adaptive UPR (XBP1) activation | AID 463104 | activation, % at 20 µM | actives 0.33% (n = 330,000) | CHO-XBP1 luciferase reporter, IRE1-XBP1 UPR activation, luminescence; percent of tunicamycin response, DMSO as zero;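 active means versus positive control, 20 µM dose yields 30% or more activation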;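 further: 100% = tunicamycin at 10 µg/mL and 0% = DMSO only wells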
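Test system: CHO-XBP1 luciferase reporter cells | Buffer or medium: Serum-containing F12 medium, 10% FBS | Schedule: 6 h compound exposure at 37 °C, 5% CO2 | Detection: Steady-Glo luciferase glow luminescence, 10 min after reagent addition | Read-out basis: Activation, % of tunicamycin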
Jurkat NFkB inh: inhibitors of the PMA/ionomycin-induced NF-kB reporter in Jurkat cells | PMA/ionomycin-induced NF-kB luciferase reporter, luminescence | inhibition, % at 4 µM | actives 0.53% (n = 330,000); in the data active means inhibition above about 50%
UPR CHOP act: activators of apoptotic arm of unfolded protein response (CHOP). actives 0.34% (n = 330,000). activation, % at 10 µM. CHO-CHOP luciferase reporter, UPR activation, luminescence; percent of tunicamycin response over DMSO baseline;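 active means at 10 µM dose, activation of 40% or more, normalized to positive control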;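 further: 100% = tunicamycin at 10 µg/mL and 0% = DMSO alone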
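System: CHO-CHOP luciferase reporter cell line; amount: 500 cells/well; buffer or medium: F12 medium containing 10% fetal bovine serum; incubation: 6 h compound exposure at 37 °C after overnight seeding; measured by: luciferase luminescence after 10 min with Steady-Glo reagent; evaluation: % reporter activation, DMSO baseline versus tunicamycin full activation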
tim10-1 inh: inhibits growth of tim10-1 mutant yeast; inhibition, % at 20 µM; S. cerevisiae tim10-1 ts strain growth, BacTiter-Glo, 24 h; actives 2.2% (n = 330,000); AID 463190;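 active means inhibition of at least 40%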;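 further: mutant grown at 25 °C; 0% = DMSO wells with yeast and 100% = wells holding no yeast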
tim23-1 inh: growth inhibitors of tim23-1 mutant yeast; S. cerevisiae tim23-1 growth, BacTiter-Glo luminescence, 24 h; actives 1.3% (n = 330,000); inhibition, % at 20 µM;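 active means growth inhibition of the mutant yeast at or above 50%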;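 further: temperature-sensitive mutant grown at 25 °C; plate controls were DMSO-treated mutant yeast for no effect and medium wells lacking yeast for full effect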
TIM10 inh: TIM10 yeast growth inhibition; S. cerevisiae TIM10 strain growth, BacTiter-Glo luminescence, 24 h; inhibition, % at 10 µM; actives 1.4% (n = 330,000); AID 463195;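 active means inhibition of 40% or more at the single tested concentration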;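 further: wild-type TIM10 isogenic control strain grown at permissive 25 °C; 0% = DMSO yeast wells and 100% = minimal medium wells without yeast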
Mdm2-MdmX inh: disrupts the human Mdm2-MdmX interaction | SaOS-2 split-luciferase Mdm2/MdmX complementation, luminescence | inhibition, % at 8 µM | actives 3% (n = 330,000);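 active means inhibition of at least 50% at 8 µM in the primary screen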
Target sequence (O15151 whole entry, looked up): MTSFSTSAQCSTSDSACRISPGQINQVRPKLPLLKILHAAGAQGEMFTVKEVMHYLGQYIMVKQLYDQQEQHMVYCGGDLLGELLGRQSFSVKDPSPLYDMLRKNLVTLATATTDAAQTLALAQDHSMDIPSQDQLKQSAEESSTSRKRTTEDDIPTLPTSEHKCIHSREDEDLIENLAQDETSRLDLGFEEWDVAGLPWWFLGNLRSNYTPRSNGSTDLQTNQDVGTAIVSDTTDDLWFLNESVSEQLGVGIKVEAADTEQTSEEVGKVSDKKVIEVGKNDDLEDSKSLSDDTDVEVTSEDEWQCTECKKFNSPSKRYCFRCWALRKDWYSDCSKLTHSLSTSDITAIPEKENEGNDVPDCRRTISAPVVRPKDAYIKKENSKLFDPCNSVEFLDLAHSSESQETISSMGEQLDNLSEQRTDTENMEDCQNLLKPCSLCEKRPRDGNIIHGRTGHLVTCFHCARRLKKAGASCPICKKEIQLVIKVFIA
Target sequence (Q00987 whole entry, looked up): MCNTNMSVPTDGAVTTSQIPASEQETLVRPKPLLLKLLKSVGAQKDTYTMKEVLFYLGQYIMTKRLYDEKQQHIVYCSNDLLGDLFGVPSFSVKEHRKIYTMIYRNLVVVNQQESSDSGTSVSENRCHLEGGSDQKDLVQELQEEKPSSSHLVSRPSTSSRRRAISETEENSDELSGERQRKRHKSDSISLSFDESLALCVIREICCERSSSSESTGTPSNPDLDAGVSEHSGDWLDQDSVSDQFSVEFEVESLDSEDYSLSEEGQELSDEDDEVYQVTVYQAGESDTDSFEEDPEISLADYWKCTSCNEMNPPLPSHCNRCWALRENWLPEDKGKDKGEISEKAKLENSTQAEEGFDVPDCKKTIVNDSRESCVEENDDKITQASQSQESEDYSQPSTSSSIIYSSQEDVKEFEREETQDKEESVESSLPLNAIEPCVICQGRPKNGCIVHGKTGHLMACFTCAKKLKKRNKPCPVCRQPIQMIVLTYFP
697 NFkB inh: lowers PMA/ionomycin-induced NF-kB signal in 697 B cells; 697 B-cell NF-kB luciferase reporter, 16 h; inhibition, % at 4 µM; actives 0.33% (n = 330,000); in the data active means inhibition above about 35%
* marks the source's active call; other numbers are inactive results.

Fields – XBP1 UPR activ, Jurkat NFkB inh, UPR CHOP act, tim10-1 inh, tim23-1 inh, TIM10 inh, Mdm2-MdmX inh, 697 NFkB inh
Clc1ccc(SCCCCn2cncn2)cc1
 : -1, -7, -0.8, 16, 7, 14, -5, -23
Cc1cccc(Cl)c1NC(=S)NN
 : -1, -10, -1.4, 13, -2, -15, 16, 3
COCCn1c(C)cc(C2=NNC(=NC(C)(C)C)SC2)c1C
 : 0, -2, 1.7, 8, 20, 8, 3, -3
Nc1cc([N+](=O)[O-])ccc1Nc1ccc(O)cc1
 : -7, 16, 2.9, 6, 26, 20, 22, 3
O=C(O)CN1C2=NCCCN2c2ccccc21
 : -5, 2, -1.3, 13, 0, -2, 11, 5
CCOc1ccc(S(=O)(=O)N2CCN(C(=O)c3cccnc3)CC2)cc1
 : 0, -9, 1.8, 0, 15, -12, -10, -2
CC(C)c1ccc(C2(O)C(=O)Nc3cc(Br)ccc32)c(O)c1 (stereo not drawn)
 : -3, -1, 0.5, -4, 19, 18, 12, -9
Cc1ccc(C(=O)N(CCC2=CCCCC2)c2c(N)n(Cc3ccccc3)c(=O)[nH]c2=O)o1
 : -1, 13, 1.7, 10, 11, 0, -9, 4
Cc1ccc(C)c(Oc2ncnc(N)c2[N+](=O)[O-])c1
 : -2, 12, 0.4, 18, 29, 22, -7, 9
S=C(c1ccc(Cl)cc1)N1CCN(Cc2ccccc2)CC1
 : -2, 5, -1.5, 32, 31, 17, 16, 3

Sorted by molecular weight (falling): some entries from above.
Fields – XBP1 UPR activ, Jurkat NFkB inh, UPR CHOP act, tim10-1 inh, tim23-1 inh, TIM10 inh, Mdm2-MdmX inh, 697 NFkB inh
CC(C)c1ccc(C2(O)C(=O)Nc3cc(Br)ccc32)c(O)c1 (stereo not drawn)
 : -3, -1, 0.5, -4, 19, 18, 12, -9
S=C(c1ccc(Cl)cc1)N1CCN(Cc2ccccc2)CC1
 : -2, 5, -1.5, 32, 31, 17, 16, 3
COCCn1c(C)cc(C2=NNC(=NC(C)(C)C)SC2)c1C
 : 0, -2, 1.7, 8, 20, 8, 3, -3

(next part)
Fields – XBP1 UPR activ, Jurkat NFkB inh, UPR CHOP act, tim10-1 inh, tim23-1 inh, TIM10 inh, Mdm2-MdmX inh, 697 NFkB inh
COc1ccccc1-n1cc(-c2ccccc2)[nH]c1=S
 : -2, 4, -0.2, 11, 46, 31, -4, 2
O=C(CSc1nc2ccccc2s1)Nc1cc(C(=O)O)cc(C(=O)O)c1
 : -2, 9, 1.6, 18, 22, 17, -6, 9
Cc1ccc(S(=O)(=O)NCCCn2ccnc2)cc1
 : -3, 6, 0.5, -3, -5, -18, 6, 18
CCCCOc1ccc(-c2nc(=S)[nH][nH]2)cc1
 : 1, -14, 1.9, 29, 27, 20, -74, -26
Nc1nc(CSc2ncccn2)nc(Nc2ccccc2)n1
 : -2, -72, 5.9, 4, 0, 11, -36, -78
Cc1sccc1C1C(C#N)=C(N)SC(N)=C1C#N
 : 0, -10, -2.3, 14, 10, 19, -38, -16
O=C(CN1CCN(S(=O)(=O)c2ccc(Br)cc2)CC1)N/N=C/c1ccc(Br)s1
 : -3, -6, 0.1, 44*, 43, 24, 32, 20
O=C(NCCCN1CCN(c2ccccc2F)CC1)C1CC(=O)N(C2CCCC2)C1 (stereo not drawn)
 : -1, 4, -2.5, 10, 12, 6, -8, 1
Cc1cc(C)cc(N(CC(=O)Nc2ccccc2-c2ccccc2)S(=O)(=O)c2ccccc2)c1
 : 0, -1, 0.7, 24, 3, 4, 35, -14
CCC(=O)NC(=S)Nc1ccc(NC(=O)c2cc3ccccc3o2)c(OC)c1
 : -3, -22, 0.6, -2, -3, -24, 54*, -22

Fields – XBP1 UPR activ, Jurkat NFkB inh, UPR CHOP act, tim10-1 inh, tim23-1 inh, TIM10 inh, Mdm2-MdmX inh, 697 NFkB inh
CN(CC(=O)Nc1ccccc1Cl)C(=O)c1ccccc1SCC(=O)N1CCCC1
 : -4, -10, -0.3, -10, 10, -8, 10, 11
CCOc1ccc(N(C)S(=O)(=O)c2csc(C(N)=O)c2)cc1
 : -1, 12, -0.6, -14, 2, -8, -4, -11
COc1ccc(C2C(C#N)=C(N)Oc3c2oc(CO)cc3=O)cc1 (stereo not drawn)
 : -1, 7, -0.7, -12, 3, 3, 2, 21
COc1ccc(CCNC(=O)CCS(=O)(=O)c2ccc3c(c2)CCN3C(C)=O)cc1OC
 : 0, 6, -2.4, -1, 26, 7, -10, 11
COc1cc(/C=N/NC(=O)c2ccncc2)ccc1Oc1ccc([N+](=O)[O-])cn1
 : -5, 9, 0.6, 12, 16, 9, 3, 22
CC1(C)CC(=O)C=C(c2cccc3c2oc2ccccc23)C1
 : 5, -20, 1.8, 18, -1, -8, -44, -24
NC(=O)C1CCN(C(=O)CCSc2ccc(Cl)cc2)CC1
 : 1, -3, 2.4, -10, -9, 10, 27, 8
Cc1ccc(SCCN2CCN(CC(C)C)CCC2=O)cc1
 : 3, -16, 2.9, 7, -14, -12, 2, -19
O=C(c1ccco1)N1CCN(c2ncnc3scc(-c4ccc(F)cc4)c23)CC1
 : 0, 4, -0.3, 49*, 19, 32, -5, -40
CC(C)c1cc(C(F)(F)F)n2nc(C(=O)O)cc2n1
 : 0, 6, -0.2, 12, -5, 0, 24, 8

Fields – XBP1 UPR activ, Jurkat NFkB inh, UPR CHOP act, tim10-1 inh, tim23-1 inh, TIM10 inh, Mdm2-MdmX inh, 697 NFkB inh
CN(C)S(=O)(=O)c1ccc(C(=O)N2CCN=C2SCc2ccccc2)cc1
 : -3, -5, -1.4, 15, 7, 22, 28, -10
Cc1onc(-c2c(Cl)cccc2Cl)c1NC(=O)NNc1ccccc1
 : -3, -8, 0.0, 16, 24, 0, -6, 3
CN(C)c1ccc(/C=N\S(=O)(=O)c2ccccc2)cc1
 : -1, -4, 1.4, 22, 8, -8, -5, 4
Cc1ccc(S(=O)(=O)O/N=C2/CCCc3occc32)cc1
 : -1, -18, 0.0, 11, 8, 9, 11, -20
N#C/C(=C\c1cn(-c2ccccc2)nc1-c1cc2ccccc2o1)c1nc2ccccc2[nH]1
 : 2, -48, 5.6, 1, -4, 1, -21, -43
C=CCN1C(=O)C(C)S/C1=N\S(=O)(=O)c1ccc(Cl)cc1 (stereo not drawn)
 : -1, 2, -0.6, 22, 19, 19, -33, 12
COc1ccc(C(=O)NC(=S)Nc2ccc(S(=O)(=O)Nc3cc(OC)nc(OC)n3)cc2)cc1
 : -7, -1, -0.1, 13, 9, -6, 6, 8
CC1CCN(CC(=O)Nc2ccc(S(=O)(=O)NC3CC3)cc2)CC1
 : -2, 5, 0.7, 7, 1, -3, -8, 3
C=CCn1c(SCC(=O)c2ccccc2)nnc1-c1ccc2c(c1)OCO2
 : -5, 22, -1.9, 8, 16, 6, 2, 20
COc1ccc(/C=N/NC(=O)c2ccc3nc[nH]c3c2)c(OC)c1
 : -5, 12, 0.9, 14, 7, 3, -11, 15

Reformatted bar-delimited: entries from further up
Structure | XBP1 UPR activ | Jurkat NFkB inh | UPR CHOP act | tim10-1 inh | tim23-1 inh | TIM10 inh | Mdm2-MdmX inh | 697 NFkB inh
CN(C)S(=O)(=O)c1ccc(C(=O)N2CCN=C2SCc2ccccc2)cc1 | -3 | -5 | -1.4 | 15 | 7 | 22 | 28 | -10
C=CCN1C(=O)C(C)S/C1=N\S(=O)(=O)c1ccc(Cl)cc1 (stereo not drawn) | -1 | 2 | -0.6 | 22 | 19 | 19 | -33 | 12
Cc1onc(-c2c(Cl)cccc2Cl)c1NC(=O)NNc1ccccc1 | -3 | -8 | 0.0 | 16 | 24 | 0 | -6 | 3

The list goes on:
Fields – XBP1 UPR activ, Jurkat NFkB inh, UPR CHOP act, tim10-1 inh, tim23-1 inh, TIM10 inh, Mdm2-MdmX inh, 697 NFkB inh
O=C(O)CCCn1cc(NC(=O)COc2ccccc2F)cn1
 : -5, -9, 0.0, 8, 17, -2, 10, 9
COc1ccc(CNC(=O)CCC(=O)N2CCN(C(C)=O)CC2)cc1
 : -1, 10, 1.8, -15, 0, 8, -2, 11
O=c1sc2ccccc2c(N2CCOCC2)c1[N+](=O)[O-]
 : -5, 3, 1.0, 12, 15, -3, 11, -4
CCOc1ccccc1C1NC(=O)NC(C)=C1C(=O)OCc1ccccc1 (stereo not drawn)
 : -2, -33, -1.7, 31, 31, 11, 6, -53
CC(C)CNC(=O)c1cnn2c(C(F)(F)F)cc(C(F)(F)F)nc12
 : -3, -2, -1.7, -3, -4, 1, 19, 11
NNC(=O)CSCc1ccc(Cl)cc1Cl
 : -1, -2, -0.4, 18, 12, 2, -12, -12
CC(OC(=O)Cc1ccccc1[N+](=O)[O-])C(=O)Nc1ccc(Cl)cn1 (stereo not drawn)
 : -2, 6, 1.4, 12, 21, -4, 2, -14
CCCCOn1c(C)c(C(=O)OCC)c2c3no[n+]([O-])c3ccc21
 : 1, -5, -0.5, 16, 4, 1, 5, -6
O=C(CN1CCN(c2ccc(F)cc2)CC1)Nc1nnc(-c2ccccc2)s1
 : -4, -9, 2.0, -5, -22, 6, -16, -42
CC(=O)OCC1OC(Sc2cccc3cccnc23)C(OC(C)=O)C(OC(C)=O)C1OC(C)=O (stereo not drawn)
 : 4, -12, 2.9, 14, 26, 20, 45, -38

Fields – XBP1 UPR activ, Jurkat NFkB inh, UPR CHOP act, tim10-1 inh, tim23-1 inh, TIM10 inh, Mdm2-MdmX inh, 697 NFkB inh
CC(C)CN(C(=O)COC(=O)Cc1c[nH]c2ccccc12)C1CCS(=O)(=O)C1 (stereo not drawn)
 : 1, -16, -0.5, 20, 5, -4, -5, -25
COc1ccc(CN(CC(O)COc2cccc3[nH]cc(C)c23)C(C)(C)C)cc1 (stereo not drawn)
 : 5, 0, -0.9, -12, -8, -18, 21, 7
O=S(=O)(c1ccc2c(c1)OCCO2)N1CCC(n2nnc3cc(C(F)(F)F)ccc32)CC1
 : 2, 4, 1.8, 35, 16, 26, 20, 4
C=CCNC(=O)c1ccc2c(c1)nnn2C
 : -2, 9, -0.6, 2, -4, 1, -15, 6
CC(=O)Nc1ccc(NC(=O)CC2(CC(=O)N3CCOCC3)CCCC2)cc1
 : -1, 11, -0.3, 3, -7, -3, 6, 17
COc1ccc(OC)c(C2NC(=S)NC3=C2N2CCC3CC2)c1 (stereo not drawn)
 : 0, -9, -0.4, 11, -16, 9, 19, -9
Fc1cccc(Cc2noc(CN3CCCCC3CCc3ccccn3)n2)c1 (stereo not drawn)
 : -3, -24, -0.4, 24, 40, 3, 7, 2
Nc1ccc(-c2c3ccc(=O)cc-3oc3cc(O)ccc23)cc1C(=O)O
 : -2, 3, -0.5, 11, 18, -7, -26, 5
CC(=O)N/C(=C/c1ccc2c(c1)OCO2)C(=O)Nc1ccccc1
 : -1, -10, 3.2, 17, 3, 9, 11, 16
COC(=O)c1cc(C#N)c(N(C)Cc2ccccc2)nc1C
 : 6, -8, 1.7, 8, 17, -28, 0, 2
CN(Cc1ccc(Cl)c(Cl)c1)C(=O)CN1C(=O)NC2(CCCC2)C1=O
 : -2, 1, 0.2, 11, 17, -6, 32, -7

Screening results from PubChem.
